Screening results (PubChem)
STAT1 act: increases IFN-gamma driven STAT1 reporter signal | NIH 3T3 STAT1-luciferase reporter, luminescence; 100% = IFN-gamma alone, no compound | activation (% of control), % at 5.5 µM | 2.6% of 200,000 active | AID 932;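 active = activation above the screen-wide mean activation plus 3 SD, cut at about 130% in these data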;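 also: raw ratio to IFN-gamma control signal so 100% means no change and 0% no light; values of inactives mirror those of a sister screen read the other way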
Efa HMGR inh: blocks class II HMG-CoA reductase of Enterococcus faecalis; inhibition, % at 10 µM; purified E. faecalis HMGR, NADPH absorbance 340 nm kinetic; 0.41% of 190,000 active;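 active = inhibition above a set limit, the median over all tested compounds plus 3 SD, cut at about 9.5% in these data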;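 also: enzyme runs in reverse so mevalonate oxidation gives rising NADPH absorbance; 0% = complete reaction with DMSO and 100% = background rate lacking mevalonate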
FLuc stim CS: firefly luciferase counter-screen for stimulation assays. P08659. ATPlite luciferase biochemical, luminescence, 10 min; 0 = ATP-free wells, 1 = DMSO control. activation factor at 10 µM. 200,000 tested, under 10 active. AID 1027;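 active = luciferase activation factor, scaled between plate controls, of at least 2 with compound at 10 µM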
Target sequence (P08659 whole entry, looked up): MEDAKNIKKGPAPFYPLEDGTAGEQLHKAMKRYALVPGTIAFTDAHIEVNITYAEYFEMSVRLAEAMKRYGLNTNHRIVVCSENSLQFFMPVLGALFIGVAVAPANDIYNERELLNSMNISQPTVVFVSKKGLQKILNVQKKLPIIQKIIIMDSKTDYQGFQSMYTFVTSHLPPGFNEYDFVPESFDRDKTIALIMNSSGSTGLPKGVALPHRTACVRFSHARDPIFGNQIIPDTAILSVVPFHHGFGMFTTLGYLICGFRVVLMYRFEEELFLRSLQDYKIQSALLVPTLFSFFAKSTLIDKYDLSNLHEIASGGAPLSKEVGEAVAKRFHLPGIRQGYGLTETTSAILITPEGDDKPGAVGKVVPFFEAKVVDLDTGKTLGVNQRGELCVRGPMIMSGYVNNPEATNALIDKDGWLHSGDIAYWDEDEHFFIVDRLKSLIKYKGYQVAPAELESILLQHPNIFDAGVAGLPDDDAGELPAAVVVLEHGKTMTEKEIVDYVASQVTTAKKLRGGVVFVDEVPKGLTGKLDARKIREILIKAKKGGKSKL
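Material: Luciferase/luciferin reagent mix | Doses: Test compounds dosed from 2 mM stocks in 100% DMSO | Timing: 10 min incubation after luciferase reagent addition, room temperature | Measured by: Luminescence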
APP 5UTR inh: APP translation inhibition; SH-SY5Y APP 5'UTR-luciferase reporter, luminescence; inhibition, % at 2 µM; 0.82% of 190,000 active; AID 1285;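 active = inhibition above a set limit, derived from the sample mean plus 3 SD, cut at about 45% in these data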; also: values of inactives mirror those of a sister screen read the other way
NF-kB expr up: raises NF-kB expression in human neuronal cells. NF-kB reporter expression; hits give high values. fold change at 12.5 µM. 1.6% of 190,000 active. AID 1239; in the data active = fold change above about 3.3
FLuc inhib CS: counter-screen for luciferase assay inhibitors: firefly luciferase inhibition; P08659; ATPLite firefly luciferase biochemical luminescence, 10 min; inhibition, % at 10 µM; 1.5% of 200,000 active; AID 1006;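 active = inhibition above about 50% when tested at 10 µM, limit read from the data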
Hsp70 activator: transcriptional activators of Hsp70 | HeLa Hsp70 promoter luciferase reporter, luminescence; scaled: vehicle 0, proteasome-inhibitor control 100% | activation, % at 10 µM | 0.04% of 200,000 active;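 active = activation above the mean across all tested compounds plus 3 SD, cutoff set per campaign, cut at about 5.5% in these data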;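 also: 100% = MG132 at 30 µM as the positive control and 0% = DMSO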
DTT redox prof: compounds producing H2O2 with reducing agent – biochemical, NIH compound library profiling, artefact control for MLSCN library redox annotation, primary screen; 0.03% of 200,000 active; AID 878; activation, % at 10 µM; DTT-dependent redox cycling H2O2, phenol red/HRP absorbance; 100% = 100 µM peroxide control, 0% = buffer;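 active = activation of at least 50% relative to the plate's high and low controls in the primary single-dose screen; inactive = activation below 50%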;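 also: compound incubated with DTT at 0.8 mM final as the reducing agent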
APP 5'UTR act: APP 5'UTR luciferase reporter activation; 1% of 190,000 active; AID 1276; activation, % at 2 µM; SH-SY5Y APP 5'UTR luciferase reporter, luminescence; zero percent = DMSO vehicle wells;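 active = activation above a set limit, based on mean plus 3 SD of controls, cut at about 140% in these data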; also: values of inactives mirror those of a sister screen read the other way
G6PDH counter: inhibits Leuconostoc G6PDH, flagging false hits in G6PDH-based assays; 0.12% of 200,000 active; Purified L. mesenteroides G6PDH, diaphorase/resazurin coupled fluorescence, 45 min; inhibition, % at 5 µM; in the data active = inhibition above about 50%
Starred values were filed as active, the others as inactive; . = not tested or not shown.

compound | Hsp70 activator | Efa HMGR inh | DTT redox prof | NF-kB expr up | APP 5'UTR act | APP 5UTR inh | FLuc inhib CS | STAT1 act | G6PDH counter | FLuc stim CS
COc1ccc(N(CC(=O)N2c3ccccc3CC2C)S(=O)(=O)c2c(C)noc2C)cc1 (stereo unspecified) | 0.1 | -1 | 3.3 | 0.81 | 23 | -23 | -7 | 96 | -10 | 1.1
CN1CCc2c(sc(NC(=O)c3cc4cc([N+](=O)[O-])ccc4s3)c2C(N)=O)C1 | -0.2 | -3 | 0.2 | 2.2 | -26 | 26 | -2 | 95 | -2 | 1
CC1=C/C(=N\OS(=O)(=O)c2ccccc2)C(C(C)C)=CC1=O | 0.0 | -3 | -0.8 | 5.9* | -96 | 96* | -2 | 99 | 40 | 1
COc1ccc2[nH]cc(C(O)CN3CCN(c4ccccc4)CC3)c2c1 (stereo unspecified) | 0.1 | -5 | 2.0 | 1.1 | -16 | 16 | 0 | 104 | 4 | 1
COc1ccc(OC)c(S(=O)(=O)N2CCC(C(=O)NCCc3ccccc3)CC2)c1 | -0.1 | 0 | 3.1 | 0.96 | 13 | -13 | -2 | 108 | 10 | 1
CCOC(=O)COc1ccc(Cl)cc1C1NC(=O)NC(C)=C1C(C)=O (stereo unspecified) | -0.4 | -3 | 0.5 | 1.2 | -2 | 2 | -18 | 100 | 8 | 1.2
O=C(CN1CCCCCC1)N/N=C/c1cccc(Cl)c1Cl | -0.2 | 2 | 0.0 | 1.4 | 4 | -4 | -2 | 105 | 3 | 1
CCCCOc1ccc(C(=O)Oc2ccc(C)nc2)cc1 | -0.1 | 4 | 0.1 | 1 | 11 | -12 | 2 | 92 | 5 | 1
CS(=O)(=O)N(CC(=O)N1CCOCC1)Cc1ccc(Cl)cc1 | -0.3 | -1 | 0.7 | 1.2 | -10 | 10 | -11 | 93 | -11 | 1.1
CC(C)(C)NC(=O)Cn1nnc(-c2ccccc2NC(=O)c2ccco2)n1 | -0.1 | -1 | 0.3 | 1.3 | 21 | -21 | . | 110 | . | .
O=C(CCCn1c(=O)[nH]c2ccsc2c1=O)N1CCN(Cc2ccc3c(c2)OCO3)CC1 | -0.3 | -6 | 1.9 | 0.86 | -8 | 8 | -9 | 97 | 4 | 1.1
Cn1c(=O)c2c(nc(CN3CCOCC3)n2CCCc2ccccc2)n(C)c1=O | -0.2 | 2 | 0.2 | 1.1 | 9 | -9 | -6 | 94 | 8 | 1.1
COc1ccc(Cl)c(NCCC(=O)O)c1 | -0.2 | -6 | 1.0 | 1.1 | 22 | -22 | -6 | 101 | 14 | 1.1
Cc1ccccc1-n1c(O)c(/C=C/C=Nc2ccccc2)c(=O)[nH]c1=O | -0.2 | -3 | -0.5 | 1.1 | -6 | 6 | -3 | 100 | -1 | 1
S=c1[nH]nc(C2CC2c2ccc(Cl)cc2)n1-c1ccc(Cl)cc1 (stereo unspecified) | -0.4 | -1 | -0.1 | 1.2 | -10 | 10 | -8 | 102 | 11 | 1.1
O=C(CNS(=O)(=O)c1cccs1)N1CCCC1 | -0.4 | -2 | 0.3 | 0.92 | -6 | 6 | 0 | 98 | 4 | 1
Cc1cc(C)c(S(=O)(=O)ON2C(=O)c3ccccc3C2=O)cc1C | 0.0 | 0 | -3.5 | 1.3 | 4 | -4 | 1 | 106 | 6 | 1
CCC(=O)Oc1ccc(C(=O)Nc2cccc(C(=O)c3ccccc3)c2)cc1 | -0.2 | -1 | 4.4 | 1.3 | 24 | -24 | -3 | 90 | -1 | 1
CCCN1CCc2c(sc(NC(=S)NC(=O)c3ccccc3)c2C#N)C1 | 0.1 | -2 | -0.9 | 0.85 | 36 | -36 | 6 | 116 | 10 | 0.9
O=C(CSc1ccccn1)Nc1cccc2ccccc12 | -0.4 | -3 | -1.0 | 1.4 | 3 | -3 | 3 | 102 | 13 | 1
O=C(CSc1ccsc1[N+](=O)[O-])Nc1cccc(F)c1 | -0.1 | 4 | 0.1 | 1.1 | 34 | -34 | -6 | 105 | -2 | 1.1
COc1ccc(-c2cc(C(=O)Nc3ccccc3SC)no2)cc1OC | 1.4 | -2 | 4.4 | 1.2 | 12 | -12 | -10 | 97 | 8 | 1.1
CCn1ncc2c(OCc3ccc(C#N)cc3)cc(C)nc21 | -0.1 | -5 | 0.9 | 0.84 | -17 | 17 | -11 | 90 | 4 | 1.1
CCOC(=O)N1CCN(C(=O)Nc2sc3nc4n(c(=O)c3c2C)CCC(C)CC4)CC1 (stereo unspecified) | -0.2 | 0 | 1.8 | 0.91 | 2 | -2 | -8 | 104 | 8 | 1.1
Cc1nnc(NC(=O)CCCOc2ccccc2)s1 | -0.3 | -4 | -0.1 | 1.3 | -1 | 1 | -10 | 101 | -2 | 1.1
O=C(NCc1ccncc1)Nc1ccc(Cl)cc1Cl | -0.1 | 3 | -0.1 | 0.87 | 11 | -11 | -4 | 97 | 5 | 1
CCc1nnc2sc(-c3cc(-c4ccccc4)nc4ccccc34)nn12 | -0.3 | 1 | 2.8 | 0.47 | 4 | -4 | 0 | 100 | 7 | 1
CCN(CC)C(=O)CSc1nnc(-c2ccc(O)cc2)n1CC1CCCO1 (stereo unspecified) | -0.3 | -5 | 0.2 | 1.2 | . | . | -4 | 98 | 4 | 1
CCCN(CCC)CCCNC(=O)c1cn(CCOC)c(=O)c2c1c1ccccc1n2C | -0.2 | -1 | -0.4 | 1.4 | 3 | -3 | -6 | 97 | 1 | 1.1
C/C(=C\c1ccccc1)CN1CCC(C(=O)N2CCCCC2)CC1 | -0.3 | -4 | -0.1 | 0.99 | -1 | 1 | -6 | 98 | -3 | 1.1

Taken from the results shown for reference:
compound | Hsp70 activator | Efa HMGR inh | DTT redox prof | NF-kB expr up | APP 5'UTR act | APP 5UTR inh | FLuc inhib CS | STAT1 act | G6PDH counter | FLuc stim CS
O=C(CNS(=O)(=O)c1cccs1)N1CCCC1 | -0.4 | -2 | 0.3 | 0.92 | -6 | 6 | 0 | 98 | 4 | 1
Cc1cc(C)c(S(=O)(=O)ON2C(=O)c3ccccc3C2=O)cc1C | 0.0 | 0 | -3.5 | 1.3 | 4 | -4 | 1 | 106 | 6 | 1
CCC(=O)Oc1ccc(C(=O)Nc2cccc(C(=O)c3ccccc3)c2)cc1 | -0.2 | -1 | 4.4 | 1.3 | 24 | -24 | -3 | 90 | -1 | 1
CCCN1CCc2c(sc(NC(=S)NC(=O)c3ccccc3)c2C#N)C1 | 0.1 | -2 | -0.9 | 0.85 | 36 | -36 | 6 | 116 | 10 | 0.9

Further structures:
compound | Hsp70 activator | Efa HMGR inh | DTT redox prof | NF-kB expr up | APP 5'UTR act | APP 5UTR inh | FLuc inhib CS | STAT1 act | G6PDH counter | FLuc stim CS
Cc1ccc(C(=O)Nc2cccc(C(=O)NCc3ccccc3)c2)cc1 | -0.3 | -4 | 0.1 | 1.1 | 0 | 0 | 9 | 89 | -7 | 0.9
CN1CCN(CC(=O)N/N=C\c2c[nH]c3ccccc23)CC1 | -0.4 | -1 | -0.6 | 1.4 | 1 | -1 | 0 | 80 | 9 | 1
CCOC(=O)/C(=C\c1ccc([N+](=O)[O-])o1)NC(=O)c1ccccc1 | -0.5 | -7 | 0.0 | 0.96 | -5 | 5 | -7 | 106 | 0 | 1.1
CCCn1c(CCNC(=O)c2cccs2)nc2ccccc21 | -0.3 | -1 | -1.5 | 0.82 | -2 | 2 | -11 | 92 | 10 | 1.1
CCn1c(SCc2nc3ccccc3nc2C)nnc1-c1cccs1 | -0.1 | 4 | 2.2 | 1 | -42 | 42 | -9 | 102 | 0 | 1.1
O=C(NN1C(=O)c2ccccc2NC1c1ccoc1)c1ccc([N+](=O)[O-])cc1 (stereo unspecified) | -0.1 | -2 | -0.6 | 1.2 | 2 | -2 | -8 | 97 | -1 | 1.1
O=C(Cc1cccc2ccccc12)Nc1ccccc1C(=O)O | -0.2 | -3 | 0.0 | 1.7 | -10 | 10 | -1 | 98 | -1 | 1
CCc1ccc(NC(=O)CCCN2C(=S)NC(C)(C)CC2C)cc1 (stereo unspecified) | -0.2 | -8 | -0.7 | 0.92 | 19 | -20 | -4 | 108 | 2 | 1
COCCn1c(SCc2ccc(C(=O)OC)o2)nc2ccccc2c1=O | -0.1 | -3 | -0.3 | 1.2 | 5 | -5 | -5 | 89 | 20 | 1
CC(C)c1ccc(NS(=O)(=O)c2ccc3[nH]cc(C(=O)N4CCC(C(N)=O)CC4)c(=O)c3c2)cc1 | -0.1 | -3 | 3.5 | 1.1 | . | . | -4 | 100 | 3 | 1
Cc1cccc2cc(CN(Cc3ccccc3)C(=O)N3CCOCC3)c3nnnn3c12 | -0.1 | . | 0.1 | . | 8 | -8 | . | 102 | . | .
CC(=O)c1cccc(NC(=S)NC(=O)c2ccccc2Cl)c1 | -0.3 | -6 | -0.4 | 1.5 | 20 | -20 | -1 | 106 | 2 | 1
O=C(C[n+]1ccccc1)N/N=C/c1ccccc1F | -0.1 | -1 | 0.0 | 1 | -14 | 14 | -7 | 97 | 4 | 1.1
CC(Sc1nc(N2CCCCC2)c2c(c1C#N)CCCC2)C(=O)O (stereo unspecified) | -0.2 | -1 | 3.2 | 1.2 | 23 | -23 | -8 | 98 | -11 | 1.1
CC(=O)c1ccc(N2CCN(C(=S)NCCCN(C)C)CC2)cc1 | 0.1 | 4 | -1.4 | 1.1 | 9 | -9 | 7 | 94 | 6 | 0.9
COc1ccc(C(=O)NCc2ccccc2OC)c(OC)c1 | -0.1 | -1 | 1.3 | 1.1 | 2 | -2 | 2 | 106 | 14 | 1
c1ccc(COc2cccc(CNCc3cccs3)c2)cc1 | -0.1 | -6 | 0.4 | 1 | 11 | -11 | 2 | 109 | 8 | 1
COc1ccc(NCCNc2ccc(OC)cc2)cc1 | 0.1 | 5 | 1.3 | 0.7 | -6 | 6 | -6 | 108 | 9 | 1.1
CCN1CCCc2cc(CN(CCN3CCOCC3)C(=S)Nc3ccccc3OC)ccc21 | 0.1 | 1 | -0.4 | 0.91 | -2 | 2 | -5 | 102 | 0 | 1
CC(C)CN(CC(C)C)CC(O)COc1ccccc1Br (stereo unspecified) | 0.3 | -12 | -0.1 | 0.98 | -1 | 1 | -1 | 92 | 0 | 1
Cc1ccccc1-n1nc2c(c1NC(=O)c1ccc(Br)o1)CSC2 | -0.5 | -2 | 0.2 | 1.1 | 10 | -10 | -8 | 98 | 3 | 1.1
COc1ccccc1N(C)S(=O)(=O)c1ccc(C(=O)OCC(=O)NCC(F)(F)F)cc1 | 0.2 | -1 | -0.8 | 1.1 | 0 | 0 | -5 | 93 | 10 | 1.1

Structures listed above marked active in NF-kB expr up:
| SMILES | Hsp70 activator | Efa HMGR inh | DTT redox prof | NF-kB expr up | APP 5'UTR act | APP 5UTR inh | STAT1 act |
| --- | --- | --- | --- | --- | --- | --- | --- |
| CC1=C/C(=N\OS(=O)(=O)c2ccccc2)C(C(C)C)=CC1=O | 0.0 | -3 | -0.8 | 5.9* | -96 | 96* | 99 |

Profiles, looked up by structure. Order of values: Hsp70 activator | Efa HMGR inh | DTT redox prof | NF-kB expr up | APP 5'UTR act | APP 5UTR inh | FLuc inhib CS | STAT1 act | G6PDH counter | FLuc stim CS
`CN1CCN(CC(=O)N/N=C\c2c[nH]c3ccccc23)CC1` is listed with -0.4 | -1 | -0.6 | 1.4 | 1 | -1 | 0 | 80 | 9 | 1
`O=C(NN1C(=O)c2ccccc2NC1c1ccoc1)c1ccc([N+](=O)[O-])cc1` (stereo unspecified) is listed with -0.1 | -2 | -0.6 | 1.2 | 2 | -2 | -8 | 97 | -1 | 1.1
